EPAC1 agonist = activates human EPAC1 exchange factor. Potency, µM (titrated, usually from 154 µM), for inactives: at the top dose activation, hits mostly activators. actives 0.073% (n = 360,000). EPAC1 agonist qHTS, biochemical assay; response scale: 100% = response to 6.5 mM cAMP. AID 720707. O95398; also: potency is read from the fitted curve at half-maximal effect; nearly all actives have a fitted effect of over 60% in size
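Normalized to 6.5 mM cAMP, activity reflects EPAC1-catalysed release of BODIPY-GDP from Rap1B, followed kinetically over 30 min at 480 nm excitation, 540 nm emission. Reaction contained 100 nM EPAC1, 250 nM Rap1B-BODIPY-GDP, 50 uM GDP.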
PI5P4Ka inh = PI5P4K alpha (human) kinase inhibition. P48426. actives 1.2% (n = 330,000). max response, %. PI5P4Kalpha enzyme, ADP-Glo luminescence, 60 min; stronger effect = lower value; active = max response of -50% or lower; inconclusive = between -30% and -50%; inactive = -30% or higher; also: value at the top dose of about 77 µM; % is scaled to controls: 0 for no effect and ±100 for the full control effect
Target sequence (P48426 whole entry, looked up): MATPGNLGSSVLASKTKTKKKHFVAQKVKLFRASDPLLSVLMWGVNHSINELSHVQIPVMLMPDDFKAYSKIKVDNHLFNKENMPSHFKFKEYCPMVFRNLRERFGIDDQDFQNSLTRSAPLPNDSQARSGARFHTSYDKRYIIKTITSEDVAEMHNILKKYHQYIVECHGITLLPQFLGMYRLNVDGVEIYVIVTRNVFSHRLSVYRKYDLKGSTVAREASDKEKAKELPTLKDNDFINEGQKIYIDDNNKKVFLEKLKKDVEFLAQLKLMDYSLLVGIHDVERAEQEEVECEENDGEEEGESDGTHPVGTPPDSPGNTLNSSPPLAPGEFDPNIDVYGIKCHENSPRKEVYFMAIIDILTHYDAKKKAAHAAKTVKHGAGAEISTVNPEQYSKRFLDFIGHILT
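ADP-Glo luminescence end-point after a 60 min room-temperature kinase reaction. PI5P4Kalpha and substrate in HEPES pH 7.4 buffer with EGTA, 0.1% CHAPS and 5% DMSO; ATP at 5 microM final.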
PLK1 PBD inh = inhibitors of human PLK1 polo-box domain binding. P53350. Plk1 PBD binding of FITC phosphopeptide, fluorescence polarization. Potency, µM, for the others: max response, negative = inhibition, hits mostly inhibitors. actives 2.8% (n = 360,000); also: potency is read from the fitted curve at half-maximal effect; series mostly up to about 57 µM; % is scaled to controls: 0 for no effect and ±100 for the full control effect; nearly all actives have a fitted effect of over 65% in size
IL-2 act = activators of IL-2; IL-2 activation reporter assay, cell-based qHTS; stimulated with anti-CD3/CD4/CD28 beads; in transgenic mouse T cells; activation, % (series mostly up to about 46 µM); actives 0.065% (n = 360,000); in the data active = activation above about 50%; inconclusive = mostly about 30% to 49%; also: 0% is about no effect
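Screening format: compound pinned onto unstimulated transgenic mouse T cells, 60 min incubation, then anti-CD3/anti-CD4/anti-CD28 bead stimulation for 18 hours at 37 degrees C, followed by EGFP and DsRed detection.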
EPAC1 antagonist = antagonists of human EPAC1. O95398. EPAC1 GEF assay, Rap1b-BODIPY-GDP exchange fluorescence. Potency, µM (top dose mostly 115 µM), without a hit: top-dose activity change, negative = inhibition, hits mostly inhibitors. actives 0.14% (n = 360,000). AID 720709;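 also: potency is read from the fitted curve at half-maximal effect; plate controls were vehicle for no effect and positive control for full effect; nearly all actives have a fitted effect of over 50% in size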
GLP1R cytotox = cytotoxicity in counter-screen for GLP-1R inverse agonists; Potency, µM (highest dose often 38.3 µM), for the others: top-dose activity change, negative = inhibition, hits mostly inhibitors; HEK293 cAMP-luciferase reporter cells, luminescence, 24 h; actives 0.13% (n = 410,000); AID 624418;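 also: loss of luciferase light is scored as toxicity; potency is read from the fitted curve at half-maximal effect; % is scaled to controls: 0 for no effect and ±100 for the full control effect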
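1536-well qHTS counterscreen of the MLSMR; 200 cells/uL, 12 h pre-incubation, 23 nL cpd, 24 h at 37 deg C 5% CO2, luciferase detection reagent, 12 min RT, luminescence. Inhibition = undesired.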
GLP-1R inv ag = GLP-1 receptor (human) inverse agonism. P43220. Potency, µM (top dose mostly 38.3 µM), for inactives: at the highest dose activity change, negative = inhibition, usual class: inhibitors. HEK293 GLP-1R CRE-luciferase, luminescence, 24 h; GLP-1R form is constitutively active. actives 1.6% (n = 410,000); also: potency is read from the fitted curve at half-maximal effect; % is scaled to controls: 0 for no effect and ±100 for the full control effect; nearly all actives have a fitted effect of over 55% in size
Target sequence (P43220 whole entry, looked up): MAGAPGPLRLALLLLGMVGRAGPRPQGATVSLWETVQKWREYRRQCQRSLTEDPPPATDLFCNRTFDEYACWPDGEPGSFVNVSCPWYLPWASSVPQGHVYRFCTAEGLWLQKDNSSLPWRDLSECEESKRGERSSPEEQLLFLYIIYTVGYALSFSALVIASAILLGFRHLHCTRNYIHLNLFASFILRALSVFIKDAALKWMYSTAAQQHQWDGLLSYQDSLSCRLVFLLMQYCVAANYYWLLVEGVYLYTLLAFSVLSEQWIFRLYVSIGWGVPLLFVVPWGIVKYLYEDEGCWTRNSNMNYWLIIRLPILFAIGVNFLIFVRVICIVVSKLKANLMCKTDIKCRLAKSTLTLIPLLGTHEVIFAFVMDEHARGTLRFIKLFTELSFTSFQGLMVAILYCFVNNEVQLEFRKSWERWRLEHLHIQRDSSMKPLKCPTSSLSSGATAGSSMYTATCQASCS
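qHTS in 1536-well format: reporter HEK293 cells expressing constitutive GLP-1R activity in DMEM + 10% Nu serum, 24 hr with compounds at 37 deg C, luminescence read after 12 min with detection reagent.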
GLP1R ag = GLP-1 receptor (human) agonism | P43220 | HEK293 GLP-1R CRE-luciferase, luminescence, 4-6 h; cells express a hypersensitive GLP-1R form | Potency, µM (top dose mostly 45.6 µM), inactives show at the top dose activation, most hits filed as activators | actives 0.007% (n = 380,000); also: potency is read from the fitted curve at half-maximal effect; % of control where 0% means no effect
PTHR1 ag = agonists of human PTHR1 parathyroid hormone receptor. Q03431. HEK293 GP2 PTHR1 cells, GloSensor cAMP luminescence, 1 h. Potency, µM (titrated, usually from 115 µM), without a hit: top-dose activation, hits mostly activators. actives 0.075% (n = 410,000). AID 743266; also: potency is read from the fitted curve at half-maximal effect; nearly all actives have a fitted effect of over 55% in size; some results filed as inactive show a strong effect at the top dose; inactives centre near -15; many of its hits are not listed in these tables
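HEK-293-derived GP2 cells expressing PTHR1 and a GloSensor cAMP reporter, 3,000/well, plated overnight, given luciferin plus IBMX (each 0.5 mM as added) for 1 h at 37 °C, then compound for 1 h at 37 °C. Luminescence was read after 15 min at room temperature.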
Active calls of the source: *; i = inactive; ? = inconclusive; . = not tested or not shown; [ ] = another dose, or the depositor's remark. Unless noted, calls follow the shape of the dose curve; as a rule, active = well fitted curve in the direction sought with a large enough effect; inconclusive = small, poorly fitted or top-dose-only effect, or another doubt; inactive = no such curve, though single readings can be large; an effect the other way counts as inactive or inconclusive. Only part of the results is shown, so the mix of outcomes need not match the whole.

mol,EPAC1 agonist,PI5P4Ka inh,PLK1 PBD inh,IL-2 act,EPAC1 antagonist,GLP1R cytotox,GLP-1R inv ag,GLP1R ag,PTHR1 ag
Cc1ccc(N2C(=O)C3C4CC(=O)C(c5ccccc54)C3C2=O)cc1 (stereo not drawn),5.7%,1.0,-7.4%,-0.9,9.0%,11.9%,0.6%,-10.1%,-29.8%
COc1c(OC(C)=O)ccc(/C=C/c2ccc3cccc(OCc4ccccc4)c3n2)c1[N+](=O)[O-],6.9%,-7.2,1.3%,0.6,3.9%,?,5.01µM*,-12.5%,i
CC1(C)CC(=O)C2=C(C1)N(CCN1CCOCC1)C1=C(C(=O)CC(C)(C)C1)C2c1cccc(Cl)c1,-2.1%,0.2,-10.8%,-0.6,-18.0%,337.4%[activator],-28.7%,-3.7%,i
CC1CCCCC1NC(=O)c1ccc(-n2cncn2)cc1 (stereo not drawn),-16.4%,4.4,5.8%,-0.1,-0.1%,5.6%,27.6%,-3.9%,i
CC(OC(=O)/C=C/c1cccs1)C(=O)Nc1ccc(S(N)(=O)=O)cc1 (stereo not drawn),1.0%,3.7,-12.2%,-0.1,-21.3%,6.5%,16.4%,-3.3%,-6.8%
OCC(CO)(CO)NC(=S)Nc1cc(Cl)cc(Cl)c1,-18.0%,0.6,-11.4%,-1.0,-7.7%,-20.7%,-13.5%,10.8%,-10.8%
CCC1Sc2ccc(S(=O)(=O)CCC(=O)Nc3ccc(OC(F)(F)F)cc3)cc2NC1=O (stereo not drawn),-15.9%,-6.8,-4.6%,-0.1,-2.4%,-2.4%,?,-2.3%,-62.8%[inhibitor]
Cc1ccccc1-c1nn(-c2ccc(F)cc2F)cc1CNCCCN(C)C,5.9%,29.7,-7.7%,-6.3,-2.3%,?,?,8.8%,-0.8%
Cc1ccc(/C=C2\SC(=S)N(CC3CCCO3)C2=O)o1 (stereo not drawn),-4.5%,?,23.8µM*,0.8,-4.7%,?,?,0.9%,i
COc1ccc(CCNC2=NCCS2)cc1,-2.5%,-0.6,-19.4%,-1.0,15.5%,-6.4%,12.2%,-1.4%,-2.4%[57.5 µM]
O=C(NCCc1ccccc1)c1ccc(S(=O)(=O)N2CCCCC2)cc1,14.0%,1.4,2.6%,-1.4,0.8%,-5.1%,4.2%,2.9%,-29.2%
CC(C)CCNC(=O)c1ccc2nc[nH]c2c1,5.3%,-7.7,-6.0%,0.0,6.2%,-10.0%,0.4%,-1.0%,-8.6%[57.5 µM]
Cc1noc(NS(=O)(=O)c2ccc(NC(=O)CSc3nnc4c(n3)[nH]c3ccccc34)cc2)c1C,11.5%,-6.5,-13.3%,-1.2,?,0.6%,-7.2%,-3.6%,-2.9%
Cc1ccc(-c2nnc(N)s2)cc1,8.7%,0.2,-2.0%,-0.3,10.0%,4.5%,17.2%,6.9%,i
O=C(O)C1=C[C@@H](c2ccccc2)C[C@@H](OCc2ccc(CO)cc2)O1,1.9%,-0.8,-3.1%,-0.7,-13.7%,12.9%,5.3%,1.5%,20.5%
C/C=C/c1cnc2c(c1)C(=O)N([C@H](C)CO)C[C@H](C)[C@@H](CN(C)C(=O)CN1CCOCC1)O2,-5.1%,-2.4,9.9%,-3.4,11.1%,-14.5%,14.3%,-5.3%,-22.2%
COc1ccc(CNc2ccc([N+](=O)[O-])cn2)cc1,1.0%,6.1,-10.4%,0.5,3.0%,-7.5%,1.8%,16.0%,-14.2%
O=C(N/N=C/c1ccncc1)c1ccccc1[N+](=O)[O-],-2.0%,0.4,-3.8%,-2.9,-13.7%,14.4%,29.0%,-0.2%,i
CCCNC(=O)c1ccccc1NC(=O)CN(c1ccccc1OCC)S(C)(=O)=O,-2.9%,1.6,-1.6%,1.6,13.2%,-14.9%,-12.1%,0.9%,i
O=C(Nc1cccc(Cl)c1N1CCOCC1)c1cccnc1,13.2%,2.1,-7.7%,-0.3,10.8%,5.3%,2.6%,13.5%,-4.2%
COc1ccc2oc(C(=O)Nc3cccc(S(=O)(=O)N4CCOCC4)c3)c(C)c2c1,0.9%,-0.6,-3.8%,-0.7,-11.8%,13.3%,-25.9%,9.0%,-11.4%
CC/C(=N\NC(=O)c1c[nH]c2ccccc12)c1cccs1,1.1%,1.9,-7.6%,-0.6,-21.0%,17.3%,-15.7%,-3.9%,-5.0%
NC(=O)C1CCN(Cc2nc3ccccc3c(=O)[nH]2)CC1,0.0%,7.2,0.5%,-1.4,0.0%,-12.4%,7.6%,-10.3%,i
O=C(COc1ccccc1)N=C1SC2CS(=O)(=O)CC2N1c1ccc(F)cc1 (stereo not drawn),-13.8%,6.4,-13.3%,-0.6,-2.4%,-1.2%,12.2%,-1.4%,i
CCCN(C1CCS(=O)(=O)C1)S(=O)(=O)c1cc(OC)ccc1OC (stereo not drawn),7.1%,0.2,?,-0.2,-8.2%,5.4%,10.7%,-2.0%,19.6%
CCCCOc1ccc(C(=O)OCC(=O)Nc2cc(C)on2)cc1,-4.9%,2.6,-7.2%,-0.6,11.2%,1.4%,11.6%,2.5%,?
COc1ccc(OC)c(NC(=O)COC(=O)c2ccc(OC)c(S(=O)(=O)N3CCCC3)c2)c1,4.9%,-8.4,-10.1%,-1.7,0.0%,-26.7%,2.0%,-1.2%,i
O=C(C1CCCN(c2ncnc3c2nc2n3CCCCC2)C1)N1CCN(c2ccc(Cl)cc2)CC1 (stereo not drawn),21.2%,1.4,-2.1%,-6.7,?,?,?,-5.4%,-54.0%[inhibitor]
CC1(C)CC(c2nc(-c3ccc([N+](=O)[O-])cc3)cs2)CCO1 (stereo not drawn),-5.9%,-7.2,-19.9%,1.0,1.6%,0.1%,-12.5%,16.9%,-8.5%
Cc1cc(/C=N/n2c(COc3ccccc3C)nc3ccccc3c2=O)c(O)c([N+](=O)[O-])c1,13.3%,?,?,0.4,1.0%,-11.2%,-15.5%,-3.7%,-22.3%
CN(C)c1ccc(S(=O)(=O)N2CCCCC2)cc1NC(=O)COc1ccccc1F,3.6%,-2.3,-7.6%,0.2,9.4%,-3.6%,2.4%,7.3%,-43.9%[inhibitor]
COc1ccccc1Cn1c(=O)[nH]c2cccnc21,8.4%,1.7,-8.0%,-1.2,5.2%,-11.3%,1.5%,12.6%,-10.7%
Cc1onc(-c2ccccc2Cl)c1C(=O)Nc1sc2c(c1C#N)CCC2,19.5%,?,26.7µM*,-0.4,-2.1%,-23.9%,?,9.0%,-21.2%
COc1ccc(OC)c(NC(=S)N2CCN(Cc3ccccc3)CC2)c1,7.0%,3.4,?,-0.4,-23.6%,5.5%,-17.1%,-0.5%,-41.0%[inhibitor]
COc1ccccc1Nc1ncccc1C(=O)O,4.3%,5.6,0.0%,0.3,0.0%,-4.7%,0.3%,-8.3%,i
COCCNC(=S)N(CCc1c(C)[nH]c2ccc(F)cc12)Cc1cccs1,5.4%,7.1,-0.4%,-0.5,-21.3%,-24.6%,?,-0.8%,-94.8%[inhibitor]
CCc1ccc(C(=O)CSc2ncn[nH]2)cc1,10.6%,.,?,-2.9,-8.5%,9.3%,0.5%,-12.0%,-7.6%[57.5 µM]
C=CCSc1nnc2c(n1)OC(c1c(C)[nH]n(-c3ccccc3)c1=O)Nc1ccccc1-2 (stereo not drawn),-13.0%,-10.0,-14.8%,1.5,3.5%,10.1%,-21.6%,-2.6%,i
O=C(/C=C/[C@H]1O[C@@H](n2cnc3c(NC(=O)c4ccccc4)ncnc32)[C@H](O)[C@@H]1O)NCC(c1ccccc1)c1ccccc1,-7.4%,0.6,3.9%,-0.1,-20.5%,5.0%,17.9%,-1.1%,3.0%
O=C(c1ncc[nH]1)c1ccccc1C(=O)N1CCOCC1,5.5%,.,-5.6%,-0.9,7.8%,0.0%,-2.8%,-15.5%,-16.4%
O=C(COC(=O)/C=C/c1ccccc1)NCCC1=CCCCC1,-1.3%,-0.6,3.0%,-2.1,-5.5%,16.6%,22.3%,7.4%,i
O=CNCCc1nc2ccccc2n1CCc1ccccc1,-0.4%,-3.6,4.2%,-0.2,-1.0%,6.3%,9.2%,-2.2%,-38.5%[inhibitor]
COc1ccc(CN2CCC(c3nc4ccc(Cl)cc4[nH]3)CC2)cc1,4.1%,2.1,-14.4%,-4.3,5.4%,0.3%,?,-2.9%,i
CC(Oc1ccccc1)C(=O)N=C1SC2CS(=O)(=O)CC2N1c1ccccc1 (stereo not drawn),-0.4%,1.0,-2.3%,-0.5,-1.9%,-1.0%,5.8%,-5.6%,i
Cc1nnc2ccc(-c3cccc(NS(=O)(=O)c4cc(F)ccc4F)c3)nn12,-2.9%,2.2,-6.3%,0.1,-14.1%,-4.1%,48.3%[activator],10.9%,i
COc1cccc(NC(=O)CCCCCN2C(=O)[C@@H]3Cc4ccccc4CN3C2=O)c1,9.4%,1.2,-6.6%,-1.1,-15.6%,?,-19.7%,14.0%,-16.2%
